# uPA surface inh: blocks generation of uPA at the cell surface; cell surface uPA generation assay, qHTS; Potency, µM (series often up to 38.3 µM), for the others: top-dose activity change, negative = inhibition, hits mostly inhibitors; hit rate 0.31% among 330,000; active = well fitted inhibition curve with a large enough effect; inconclusive = small, poorly fitted or top-dose-only effect; inactive = no such curve, though single readings can be large or run the other way; tested in mouse RAW 264.7 cells; also: % is scaled to controls: 0 for no effect and ±100 for the full control effect; nearly all actives have a fitted effect of over 55% in size
# MBNL1 CUG block: MBNL1-poly(CUG) RNA binding inhibition; TR-FRET MBNL1-His/biotin-(CUG)12 binding, 665/545 ratio; hit rate 0.036% among 280,000; Potency, µM (series often up to 57.5 µM), without a hit: at the highest dose activity change, negative = inhibition, actives largely listed as inhibitors; active = well fitted inhibition curve with a large enough effect in the signal ratio, with a control signal flat, not every such curve was filed as active; inconclusive = small, poorly fitted or top-dose-only effect, or effect the other way, or a change in a side signal; inactive = no such curve, though single readings can be large or run the other way; the % refers to the signal ratio; also: % is scaled to controls: 0 for no effect and ±100 for the full control effect
#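 MBNL1-His + Biotin-(CUG)12, cpd titration 92 nM–58 uM; Tb anti-His Ab 0.055 ng/ul, SA-XL665 5 nM (final); 60 min RT; ratiometric 665/545 nm, Ex 340 nm; normalized to buffer and full-complex controls.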
# NPC1 prom act: activates the NPC1 promoter | Huh7 NPC1 promoter luciferase reporter, 24 h | Potency, µM (doses to about 9.22 µM), without a hit: top-dose activation, hits mostly activators | hit rate 2.4% among 320,000 | AID 485313;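 also: % of control where 0% means no effect; nearly all actives have a fitted effect of over 60% in size; reporter is driven by a mutant NPC1 promoter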
#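 Huh7 cells stably carrying NPC1 promoter–luciferase, plated in Opti-MEM with 10% FBS for 2 h, were exposed to compound in DMSO for 24 h at 37 °C; luciferase reagent was added for 10 min and luminescence read.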
# p53 reactivator: restores transcriptional activity of mutant p53; AID 504706; Potency, µM (series often up to 92.2 µM), inactives show at the highest dose activity change, positive = activation, usual class: activators; H1299 p53-A138V BP100-luciferase reporter, luminescence, 24 h; hit rate 0.063% among 320,000; also: % of control where 0% means no effect; nearly all actives have a fitted effect of over 45% in size
#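 H1299 (p53-null), stable ts p53-A138V + BP100-Luc; 1000 cells/well, Opti-MEM/10% FBS; cpd 4 pt, 1:5; 24 h, 37 deg C, 5% CO2; detection reagent 10 min RT; luminescence.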
# RORgamma inh: blocks mouse ROR gamma transcriptional activity | P51450 | Drosophila S2 Gal4-RORgamma UAS-luciferase reporter, 20 h | Potency, µM (highest dose often 53.6 µM), for inactives: at the top dose activity change, negative = inhibition, actives largely listed as inhibitors | hit rate 5.4% among 310,000 | AID 2551; also: % is scaled to controls: 0 for no effect and ±100 for the full control effect; nearly all actives have a fitted effect of over 60% in size
# Target sequence (P51450 whole entry, looked up, the tested form may be a part): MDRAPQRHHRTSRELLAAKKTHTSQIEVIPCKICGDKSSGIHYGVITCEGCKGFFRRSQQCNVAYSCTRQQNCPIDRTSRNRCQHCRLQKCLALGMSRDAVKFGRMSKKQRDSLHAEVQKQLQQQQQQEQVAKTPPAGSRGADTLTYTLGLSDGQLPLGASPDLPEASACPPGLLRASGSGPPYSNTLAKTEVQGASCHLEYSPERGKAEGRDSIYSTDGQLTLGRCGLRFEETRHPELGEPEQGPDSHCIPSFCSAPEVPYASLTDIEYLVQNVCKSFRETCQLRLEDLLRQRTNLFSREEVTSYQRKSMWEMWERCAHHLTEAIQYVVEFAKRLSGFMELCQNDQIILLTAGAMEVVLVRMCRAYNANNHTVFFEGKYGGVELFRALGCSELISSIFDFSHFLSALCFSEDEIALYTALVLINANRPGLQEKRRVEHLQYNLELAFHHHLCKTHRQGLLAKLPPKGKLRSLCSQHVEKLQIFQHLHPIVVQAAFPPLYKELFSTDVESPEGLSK
#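 In this cell-based reporter format, copper sulfate (700 uM final) drives Gal4–ROR gamma fusion expression from a metallothionein promoter in Drosophila Schneider cells; compounds preincubated 1 hr, reporter read after 20 hr at ambient temperature.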
# FLuc modulator: inhibits or activates purified firefly luciferase, miR-21 counter-screen; hit rate 6.9% among 360,000; purified FLuc, Km substrates, luminescence inhibition; Potency, µM (doses to about 57.5 µM), without a hit: at the highest dose activity change, negative = inhibition, most hits filed as inhibitors; P08659;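 also: plate controls were vehicle for no effect and reference inhibitor for full effect; nearly all actives have a fitted effect of over 55% in size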
# Target sequence (P08659 whole entry, looked up): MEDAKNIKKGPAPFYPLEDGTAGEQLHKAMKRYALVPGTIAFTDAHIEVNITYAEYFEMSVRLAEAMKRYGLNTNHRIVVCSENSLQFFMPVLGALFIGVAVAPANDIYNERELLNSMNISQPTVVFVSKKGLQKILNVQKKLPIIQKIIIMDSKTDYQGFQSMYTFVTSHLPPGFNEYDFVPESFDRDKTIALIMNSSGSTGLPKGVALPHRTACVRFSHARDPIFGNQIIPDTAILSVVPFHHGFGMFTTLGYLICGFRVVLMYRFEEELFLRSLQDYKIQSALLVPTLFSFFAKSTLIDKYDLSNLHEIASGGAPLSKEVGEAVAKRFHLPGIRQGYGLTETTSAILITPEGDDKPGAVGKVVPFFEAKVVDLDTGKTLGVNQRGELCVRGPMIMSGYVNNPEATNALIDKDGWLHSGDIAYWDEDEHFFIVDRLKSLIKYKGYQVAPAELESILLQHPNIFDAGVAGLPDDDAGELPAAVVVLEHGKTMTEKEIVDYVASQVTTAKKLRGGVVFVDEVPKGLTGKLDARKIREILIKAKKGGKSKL
#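 Purified P. pyralis luciferase, 10 nM final, with Km-level 10 uM D-luciferin and 10 uM ATP in 50 mM Tris acetate pH 7.5, 10 mM Mg acetate, 0.01% Tween-20, 0.05% BSA; 6-point qHTS titration about 60 µM downward; luminescence read.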
# Gal4-VP16 FLuc: Gal4-VP16 reporter inhibition counter-screen; Drosophila S2 Gal4-VP16 UAS-luciferase, luminescence, 20 h; Potency, µM (titrated, usually from 53.6 µM), inactives show top-dose activity, negative = inhibition, hits mostly inhibitors; hit rate 3.5% among 310,000; AID 2546;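 also: Gal4-VP16 expression switched on by copper sulfate through the metallothionein promoter; % is scaled to controls: 0 for no effect and ±100 for the full control effect; nearly all actives have a fitted effect of over 50% in size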
# ELG1 genotoxic: inducers of genotoxicity in HEK293T ELG1-luciferase cells; hit rate 1.3% among 330,000; HEK293T ELG1-luciferase reporter, luminescence, 16 h; Potency, µM (doses to about 46 µM), for the others: at the highest dose activity change, positive = activation, usual class: activators; AID 504466; also: % of control where 0% means no effect; nearly all actives have a fitted effect of over 60% in size
#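 Reporter readout depends on ELG1 protein level, which increases with genetic stress. After 16 hr compound exposure at 37 °C, luciferase activity was quantified using ONE-Glo.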
# Rab9 prom act: Rab9 promoter activation. Huh7 Rab9 promoter-luciferase reporter, luminescence, 24 h. Potency, µM (top dose mostly 9.22 µM), for inactives: top-dose activation, negative = inhibition, most hits filed as activators. hit rate 2.8% among 320,000; also: % of control where 0% means no effect; nearly all actives have a fitted effect of over 60% in size
#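 Steps: seed 1500 Huh7 Rab9-luc cells per well, rest 2 h at 37 °C; add compound in DMSO; incubate 24 h; add luciferase reagent, 10 min ambient; read luminescence.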
# BRCA1 expr act: BRCA1 expression activation. MCF7-BRCA1-FFLuc reporter, luminescence, 48 h; response scale: scaled: vehicle 0%, 10 µM genistein 100%. Potency, µM (top dose mostly 46.1 µM), without a hit: at the top dose activation, actives largely listed as activators. hit rate 1.1% among 380,000. AID 624202; also: nearly all actives have a fitted effect of over 80% in size; some results filed as inactive show a strong effect at the top dose
#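 Activators of BRCA1 expression were detected as increased firefly luciferase luminescence in engineered MCF7 cells after 48 h compound incubation. Signals were scaled to genistein 10 microM as full activation.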
# Starred values were filed as active, the others as inactive; ? = inconclusive; · = not tested or not shown; & = joins results of further samples; [ ] = dose if it differs, or a comment. Unless noted, calls follow the shape of the dose curve; as a rule, active = well fitted curve in the direction sought with a large enough effect; inconclusive = small, poorly fitted or top-dose-only effect, or another doubt; inactive = no such curve, though single readings can be large; an effect the other way counts as inactive or inconclusive. Potency is read from the fitted curve at half-maximal effect. No enrichment for hits; overall some 13% were active at least once.
SMILES,uPA surface inh,MBNL1 CUG block,NPC1 prom act,p53 reactivator,RORgamma inh,FLuc modulator,Gal4-VP16 FLuc,ELG1 genotoxic,Rab9 prom act,BRCA1 expr act
C=CCN(c1ccccc1OC)S(=O)(=O)c1cccc(C(=O)NCc2ccco2)c1,-1%,·,·,2%,·,·,·,2%,·,-18%
Cc1ccc(-n2nnnc2SC(C)C(N)=O)c(C)c1 (stereo not given),1%,11%,-4%,-10%,18%,3%,-6%,-6%,-12%,-16%
COC(=O)CCCC1=CC2=CC(=O)C(C)(OC(=O)c3cccs3)C(=O)C2=CN1C1CC1 (stereo not given),7%,?,-4%,0%,18%,-1%,4%,2%,0%,9%
CC1CCC(NC(=O)c2cc(S(=O)(=O)N3CCCCC3)c[nH]2)CC1 (stereo not given),-7%,-8%,-3%,·,2%,0%,-5%,-3%,-1%,0%
CC(=O)NCCC(=O)Nc1nc2c(ccc3ccccc32)s1,2%,76%[activator],3%,2%,4%,-8%,11%,19%,20%,47%
CSc1ncc(Cl)c(C(=O)NCc2cccnc2)n1,8%,-2%,-1%,0%,-4%,1%,-4%,0%,1%,0%
Cc1cc(-c2nnc(CCC(=O)NC(Cc3ccccc3)c3ccccc3)o2)no1 (stereo not given),4%,-2%,1%,4%,35%,0%,-22%,0%,7%,1%
CC(C)CN1CCC(C(=O)N2CCN(c3ccccc3F)CC2)CC1,1%,-5%[11.5 µM],-1%,6%,-14%,1%,-12%,-1%,-6%,0%
CN(C)C(=S)Nc1ccc2c(c1)OCCO2,5%,·,2%,3%,-8%,0%,7%,0%,8%,64%
Cc1ccc(OCC(=O)N2CCOCC2)c([N+](=O)[O-])n1,4%,18%,2%,1%,-4%,1%,0%,5%,-3%,7%
CCOC(=O)C1(C(F)(F)F)N=C(c2cccnc2)OC(N2CCOCC2)=N1 (stereo not given),8%,6%,4%,-5%,1%,-1%,-1%,-7%,7%,-14%
Clc1ccc(-n2nnnc2-c2cnc(-c3ccncc3)nc2-c2cccs2)cc1,0%,?,-7%,-11%,-8%,-12%,-19%,-4%,-2%,-70%
O=C(NC1CCCCC1)C(c1ccccc1)N(C(=O)c1cccs1)c1ccc2c(c1)OCO2 (stereo not given),5%,-15%,-10%,-2%,-11%,2%,-15%,1%,0%,-7%
CC1=C(/C=C/C(C)=C/C=C/C(C)=C\C(=O)O)C(C)(C)CCC1,14%,·,10%[46.1 µM],·,-28%&-9%,·,-12%&5%,·,3%[46.1 µM],-16%
COc1ccc(C)cc1NC(=O)CN1C(=O)COc2ccc(S(=O)(=O)N3CCC(C)CC3)cc21,3%,1%,-1%,2%,-3%,0%&7%,-7%,0%[9.26 µM],-1%,-16%
CSc1ncccc1C(=O)OCc1ccc(Br)cc1,-1%,·,-4%,7%,32%,?,9%,8%,6%,7%
Cc1cccc(NC(=O)c2cc(C)nc3ccccc23)c1,-4%,-7%,0%,-6%,4%,-1%,4%,3%,-2%,-5%
COc1ccccc1C(=O)NC(=O)COC(=O)c1ccc(NC(=O)CC#N)cc1,0%,·,-2%,5%,·,-1%,·,-9%,-5%,-5%
Cn1c(C(=O)O)ccc1S(=O)(=O)N1CCCCCC1,2%,-3%,-5%,0%,12%,4%,5%,0%,0%,14%
O=C(CN1CCN(C(=O)c2ccco2)CC1)NCc1ccc(Cl)cc1,-2%,2%,1%,-22%,-4%,-5%,3%,-3%,14%,-11%
COc1ccc(CCNC(=O)c2ccc3c(c2)S(=O)(=O)N=C2CCCCCN23)cc1,-2%,·,-4%,-3%,·,-1%,·,-2%,-6%,7%
O=C(NCCCc1ccccc1)C(=O)NCC1OCCN1S(=O)(=O)c1ccc(F)cc1 (stereo not given),4%,?,-5%,18%,-13%,4%,2%,?,3%,-20%
COc1ccc(-n2nnc3c(=O)n(CC(=O)N4CCC(Cc5ccccc5)CC4)cnc32)cc1,-22%,?,-3%,0%,-27%,0%,-16%,-18%,-5%,-1%
Cc1ccc(S(=O)(=O)NCc2cccnc2)c(C)c1,3%,1%,2%,7%,2%,-1%,4%,-7%,4%,9%
Cc1ccc(CC(=O)NCc2ccc(F)cc2)cc1,-8%,2%,-25%,4%,19%,2%,-21%,12%,-27%,9%
# Next entries.
SMILES,uPA surface inh,MBNL1 CUG block,NPC1 prom act,p53 reactivator,RORgamma inh,FLuc modulator,Gal4-VP16 FLuc,ELG1 genotoxic,Rab9 prom act,BRCA1 expr act
CCOC(=O)CC(NC(=O)c1cccs1)c1ccc(OCC)cc1 (stereo not given),3%,-1%,0%,2%,30%,5%,3%,-4%,0%,0%
C/C(=N\NC(=O)c1ccco1)c1cc2ccccc2o1,-15%,?,23%,?,0%,?,-9%,?,26%,84%
Cc1ccc(C)c(C(=O)CSc2nnnn2-c2cccnc2)c1,0%,2%,3%,3%,0%,-20%,13%,2%,13%,13%
COCCNC(=S)N(CCc1c(C)[nH]c2ccc(OC)cc12)Cc1ccco1,3%,-8%,1%,-2%,14%,1%,15%,-13%,-3%,-30%
COc1ccc(OCC(=O)N2CCN(c3cccc(Cl)c3)CC2)cc1,-1%,0%,0%,-2%,9%,-11%,13%,-3%,-2%,-14%
COc1ccccc1/C=C1\SC(=S)N(CCC(=O)Nc2ccc(C(=O)O)c(O)c2)C1=O,4%,24%,-1%,13%,-4%,6µM*,-3%,4%,5%,-13%
CN(C)CCCN(C(=O)c1ccc(S(=O)(=O)N(C)C2CCCCC2)cc1)c1nc2ccc(Br)cc2s1,3%,17%,-2%,9%,?,5%,?,1%,-7%,-11%
CC1SC2(NC1=O)C1CC3CC(C1)CC2C3 (stereo not given),-9%,·,-7%,-1%,20%,3%,-5%,5%,0%,7%
Cn1c(C(=O)NCCN2CCCCCC2)cc2c(=O)n(C)c3ccccc3c21,3%,?,-2%,-2%,9%,-3%,-13%,?,-6%,-4%
Cn1c(N)c(C(=O)COC(=O)c2cc(S(=O)(=O)N3CCOCC3)ccc2F)c(=O)n(C)c1=O,2%,·,·,9%,·,·,·,0%,·,7%
Cn1c(CN2CCCC2)c(C#N)c2ccccc21,-3%,-7%,-4%,-2%,4%,2%,4%,-2%,0%,-7%
Cc1cccc(C)c1OCC(=O)N(Cc1ccco1)C1CCS(=O)(=O)C1 (stereo not given),4%,-2%,0%,·,-4%,2%,4%,1%,2%,-4%
CCn1c(O)c(N=Nc2ccc3ccccc3n2)c2ccccc21,12%,4%,3.2µM*,21%,?,3µM*,3%,5.8µM*,1.1µM*,41%
COC(=O)c1ccc(CSc2nc3ccc(Cl)cc3[nH]2)o1,0%,-6%,8%,-2%,?,-20%,6%,-6%,16%,39%
Cc1nc(-c2ccccn2)nc(SCC(=O)c2ccccc2)c1Cl,-3%,-12%,-5%,-8%,4µM*,-4%,11µM*,-10%,0%,-29%
COc1ccc(Cl)cc1C(=O)N1CCN=C1SC,-6%,?,0%,1%,-5%,-2%,-3%,-3%,0%,1%
O=c1[nH]c(/C=C\c2cccnc2)c([N+](=O)[O-])c(=O)[nH]1,2%,10%,7%,0%,0%,-12%,-8%,-1%,8%,4%
C=C(C)C1CC=C(C)/C(=N/NC(=O)COc2ccccc2Cl)C1 (stereo not given),0%,-8%,1%,4%,?,5%,-4%,-7%,-8%,-22%
O=C(CSc1nnc(CNC(=O)c2c(F)cccc2Cl)o1)Nc1ccc2c(c1)OCCO2,-1%,-16%,7%,1%,23%,?,7%,6%,-1%,39%
CCCC(=O)N1CCN(c2ccc(NC(=O)c3ccccc3)cc2)CC1,3%,0%,0%,-3%,15%,0%,1%,-1%,2%,-2%
S=c1[nH]nc(C2CCCCC2)n1/N=C/c1cccs1,2%,-7%,-2%,-8%,14µM*,1%,?,1%,0%,-21%
CCOC(=O)c1c(NC(=O)CSc2nnc(-c3c[nH]c4ccccc34)n2C)sc2c1CCCC2,14%,3%,0%,-1%,?,0%,-27%,-2%,-1%,-26%
CC(C)OCCCNC(=O)Cn1ncc2c(=O)oc3ccccc3c21,-2%,-5%,-9%,0%,0%,0%,-3%,-1%,-8%,0%
CCNC(=O)NC(C(=O)OC)C12CC3CC(CC(C3)C1)C2 (stereo not given),3%,8%,0%,0%,8%,-1%,-1%,1%,-5%,-13%
CN(C)CCNc1ncnc2c1sc1nc(N3CCOCC3)c3c(c12)CC(C)(C)SC3,-4%,-8%,1%,-5%,-44%,3%,?,?,3%,-30%
CCOC(=O)Cn1c(S(=O)(=O)Cc2ccccc2)nc2ccccc21,-20%,-1%,-6%,9%,-17%,-1%,20%,0%,-1%,-2%
COc1cc(C(=O)NCc2cn3cccc(C)c3n2)cc(OC)c1OC,-1%,-3%,2%,-5%,-6%,-3%,-4%,12%,8%,-7%
CN(C)c1ccc(/C=c2/sc3n(c2=O)NC2(c4ccccc4)N(C)C(=O)N(C)C2(c2ccccc2)N=3)cc1 (stereo not given),·,0%[11.5 µM],-2%,-1%,-20%,5%,0%,-3%,0%,·

# Bioassay records deposited in PubChem by National Center for Advancing Translational Sciences (NCATS).
